Assay outcomes from PubChem BioAssay.
ADAM10 inh = human ADAM10 inhibitors, primary screen, biochemical, QFRET, HTS | actives 0.62% (n = 370,000) | inhibition, % at 7 µM | Disintegrin and metalloproteinase domain-containing protein 10 (Homo sapiens), O14672 | recombinant ADAM10, EDANS/DABCYL FRET peptide cleavage, 3 h;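 active means inhibition above a per-campaign cutoff equal to the mean of compounds falling between control-based bounds plus 3 SD, cut at about 20% in these data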;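 further: 0% = DMSO wells while the 100% control is not disclosed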
DDE Tn6 FP inh = inhibitors of Tn6 peptide binding to fibrin DD(E), primary screen, biochemical, fluorescence polarization, human fibrin, Tn6 probe. Fibrinogen beta chain (Homo sapiens), P02675. Fibrin DD(E) TRITC-Tn6 fluorescence polarization displacement. inhibition, % at 8.3 µM. actives 0.21% (n = 370,000);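 active means inhibition above a per-campaign cutoff: mean of compounds within control limits plus 3 SD, cut at about 15% in these data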;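 further: 0% = median of all compound wells on the plate and 100% = blocking peptide control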
ADAM17 inh = ADAM17 inhibitors, primary screen, biochemical, QFRET | recombinant ADAM17, EDANS/DABCYL FRET peptide cleavage | inhibition, % at 6.95 µM | actives 0.83% (n = 370,000) | AID 720648, 2013;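 active means inhibition above the mean of compounds lying between control limits plus 3 SD, set per campaign, cut at about 8.5% in these data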;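 further: 0% = DMSO-only wells as the low control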
PLCg1 inh = PLC-gamma1 enzyme inhibitors, primary screen, biochemical, fluorescence, purified enzyme; fluorogenic substrate; inhibition, % at 12.2 µM; actives 0.84% (n = 370,000); AID 720700, 2013; in the data active means inhibition above about 9.5%
TDP2 absorb = human TDP2 enzyme inhibitors, primary screen, biochemical, epi absorbance, recombinant enzyme | inhibition, % at 12.8 µM | actives 0.34% (n = 370,000) | T5PNP hydrolysis, p-nitrophenol absorbance 415 nm | AID 720702, 2013;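 active means inhibition above the mean of all tested compounds plus 3 SD, set per campaign, cut at about 25% in these data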;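 further: 0% = DMSO with enzyme and 100% = buffer with substrate but no TDP2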
Target sequence (O95551 whole entry, looked up): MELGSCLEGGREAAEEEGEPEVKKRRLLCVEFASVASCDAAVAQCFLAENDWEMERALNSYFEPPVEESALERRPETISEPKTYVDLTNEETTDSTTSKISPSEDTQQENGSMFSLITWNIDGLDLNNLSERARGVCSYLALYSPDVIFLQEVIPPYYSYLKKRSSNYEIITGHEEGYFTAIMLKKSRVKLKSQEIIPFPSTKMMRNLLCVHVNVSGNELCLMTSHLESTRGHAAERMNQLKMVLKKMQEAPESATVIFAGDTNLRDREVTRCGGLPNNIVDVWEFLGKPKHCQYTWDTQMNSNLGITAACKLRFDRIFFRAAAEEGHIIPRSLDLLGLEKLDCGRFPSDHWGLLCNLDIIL
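Material: recombinant human TDP2; quantity: TDP2 enzyme at 120 nM final; medium: Tris-HCl pH 7.5 with MgCl2; compound: single concentration, 12.8 µM nominal, with 1% DMSO; incubation: 2 h enzyme incubation at 37 °C; signal: epi absorbance; measure: percent inhibition; benchmarks: high control without enzyme, low control DMSO plus TDP2; repeats: singlicate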
ASAP1 inh = inhibitors of human ASAP1 ArfGAP activity, primary screen, biochemical, fluorescence polarization | Arf-GAP with SH3 domain, ANK repeat and PH domain-containing protein 1 (Homo sapiens), … | ASAP1-stimulated ARF1 GTP hydrolysis, GDP FP detection | inhibition, % at 16.5 µM | actives 0.19% (n = 360,000); in the data active means inhibition above about 25%;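 further: 0% = vehicle with enzyme and substrate and 100% = no enzyme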
Tn7 DDE FP = inhibitors of Tn7 peptide binding to fibrin DD(E), primary screen, biochemical, fluorescence polarization, human fibrin, Tn7 probe. FP displacement of FITC-Tn7 peptide from fibrin DD(E); 0% = median of compound wells per plate. Fibrinogen beta chain (Homo sapiens), P02675. inhibition, % at 8.3 µM. actives 0.13% (n = 370,000);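 active means inhibition above the mean of compounds falling within the control limits plus 3 SD of them, cut at about 14% in these data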;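 further: 0% = plate median of compound wells and 100% = 10 µM Aha-Tn7 peptide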
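Assay system: Human clot-derived fibrin DD(E) complex | Buffer or medium: Tris/NaCl/CaCl2 buffer, pH 7.8 | Repeats: One replicate per compound | Benchmarks: Aha-Tn7 high control | Measure: % inhibition scaled between sample-field median and high-control FP | Schedule: 10 min plus 3 h, room temperature | Signal: Fluorescence polarization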
ARFGAP1 inh = inhibitors of rat ARFGAP1 GAP activity, primary screen, biochemical, fluorescence polarization, GDP tracer | ADP-ribosylation factor GTPase-activating protein 1 (Rattus norvegicus), Q62848 | Arfgap1-stimulated ARF1 GTP hydrolysis, GDP FP detection | inhibition, % at 16.5 µM | actives 0.26% (n = 360,000) | AID 651572, 2012;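 active means inhibition above a per-plate limit, mean inhibition of low control wells plus 3 SD, cut at about 25% in these data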;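 further: 0% = DMSO wells with enzyme and 100% = wells lacking Arfgap1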
Target sequence (Q62848 1-136 limits assumed): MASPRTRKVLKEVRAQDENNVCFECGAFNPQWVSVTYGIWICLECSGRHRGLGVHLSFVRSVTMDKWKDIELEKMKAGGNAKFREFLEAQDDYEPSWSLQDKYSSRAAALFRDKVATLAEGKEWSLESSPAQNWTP
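system = rat Arfgap1 catalytic domain, aa 1-136 | technique = FP, GDP Alexa 633 tracer displaced from anti-GDP antibody, 620/688 nm | compound = one concentration, 16.5 µM, DMSO 1.26% | medium = HEPES-based buffer, pH 7.5 | timing = compound-enzyme preincubation 20 min, reaction 120 min, detection 60 min, 25 °C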
PLC-beta3 inh = human PLC-beta3 inhibitors, primary screen, biochemical, fluorescence | Purified PLC-beta3, fluorogenic substrate | inhibition, % at 12.2 µM | 1-phosphatidylinositol 4,5-bisphosphate phosphodiesterase beta-3 (Homo sapiens), Q01970 | actives 0.18% (n = 370,000); in the data active means inhibition above about 11%;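 further: 0% = median of compound wells on plate and 100% = full blocker control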
SIAE primary = human SIAE inhibitors, primary screen, biochemical, fluorescence polarization, FP-Rh probe, 1536-well HTS. inhibition, % at 9.66 µM. actives 0.69% (n = 370,000). SIAE FP-Rh probe binding;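 active means inhibition above a cutoff: mean of compounds within the control limits plus 3 SD of those, cut at about 17% in these data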;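 further: 0% = plate median of compound wells and 100% = probe without SIAE protein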
Target sequence (Q9HAT2 whole entry, looked up): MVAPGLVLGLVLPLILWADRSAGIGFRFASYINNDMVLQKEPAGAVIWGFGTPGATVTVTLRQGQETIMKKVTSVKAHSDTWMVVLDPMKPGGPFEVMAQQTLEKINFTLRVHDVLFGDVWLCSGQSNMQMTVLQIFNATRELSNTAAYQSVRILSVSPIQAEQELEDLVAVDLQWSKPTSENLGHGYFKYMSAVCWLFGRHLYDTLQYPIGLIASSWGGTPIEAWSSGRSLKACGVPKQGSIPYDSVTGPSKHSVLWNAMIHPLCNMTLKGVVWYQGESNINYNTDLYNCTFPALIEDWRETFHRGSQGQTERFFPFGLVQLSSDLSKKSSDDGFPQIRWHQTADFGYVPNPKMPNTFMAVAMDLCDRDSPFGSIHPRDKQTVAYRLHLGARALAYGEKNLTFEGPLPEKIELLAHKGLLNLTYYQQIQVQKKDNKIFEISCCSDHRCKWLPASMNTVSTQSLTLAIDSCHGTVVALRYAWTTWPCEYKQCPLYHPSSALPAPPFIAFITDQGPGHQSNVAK
* hit, by the source's call; i = inactive; . = not tested or not shown.

SMILES	ADAM10 inh	DDE Tn6 FP inh	ADAM17 inh	PLCg1 inh	TDP2 absorb	ASAP1 inh	Tn7 DDE FP	ARFGAP1 inh	PLC-beta3 inh	SIAE primary
CNc1ccc(Br)cc(C(=O)/C=C/c2ccc(OC)cc2OC)c1=O	-58	-6	-16	-151	7	4	-5	-1	-144	21*
Cc1ccc(OCc2nnc(SC/C=C/c3ccccc3)n2Cc2ccco2)cc1	21*	-8	11*	0	-10	.	-6	.	-2	4
CCOC(=O)C(NC(=O)CC)(Nc1ccccc1OC)C(F)(F)F (stereo not drawn)	-14	-3	-6	-1	0	2	-3	-11	0	2
Cc1ccc(S(=O)(=O)N(CC(=O)Nc2ccccc2C(=O)O)c2ccccc2)cc1	5	2	-3	0	-5	-2	12	-3	-1	-7
O=C(CN1C(=O)c2cccnc2C1=O)c1ccccc1	1	-3	2	1	-11	11	-5	6	0	6
O=C(NN1CCOCC1)c1ccccc1Br	0	-1	0	-2	-2	0	-3	4	-6	-3
COc1ccc2cc3cc(C(=O)NCc4cccs4)oc3nc2c1	i	-20	-378	i	-8	2	-9	4	i	5
O=C(NCCCn1ccnc1)c1cc(S(=O)(=O)N2CCOCC2)c(Cl)cc1Cl	1	-7	1	4	10	-8	3	4	0	1
O=C(c1ccc2c(=O)n3c(nc2c1)CCCCC3)N1CCN(c2ccccc2)CC1	-4	-2	-3	1	6	0	9	-11	-4	-3
COc1cc(CCC(=O)N2CCN(c3cccc(C)c3C)CC2)cc(OC)c1OC	-3	2	0	2	16	-1	5	5	-2	2
COc1ccc(NC(=O)CN2C(=O)NC(C)(c3ccc(C)cc3)C2=O)c([N+](=O)[O-])c1 (stereo not drawn)	7	-1	-1	3	-9	6	9	-3	-5	2
CCCCNC(=O)OC1CCC12CCC(c1ccccc1)CC2 (stereo not drawn)	1	3	-2	1	2	.	4	.	-1	-4
O=C(Cc1csc(-c2ccccc2)n1)Nc1ccc(C(F)(F)F)cc1	-3	-4	-1	3	-11	11	1	10	1	-8
COCCN1CCC(CNCc2c(C(=O)N3CCCCC3)nc3c(C)cccn23)C1 (stereo not drawn)	-5	2	-7	-2	2	-10	7	6	-13	-3
Cc1ccc(C)c(OCCC(=O)OCC(=O)NC2CCCC2)c1	-7	2	-6	-2	4	-2	1	7	-11	-1

Random excerpt: two records from the list, in no set order.
SMILES	ADAM10 inh	DDE Tn6 FP inh	ADAM17 inh	PLCg1 inh	TDP2 absorb	ASAP1 inh	Tn7 DDE FP	ARFGAP1 inh	PLC-beta3 inh	SIAE primary
O=C(c1ccc2c(=O)n3c(nc2c1)CCCCC3)N1CCN(c2ccccc2)CC1	-4	-2	-3	1	6	0	9	-11	-4	-3
Cc1ccc(OCc2nnc(SC/C=C/c3ccccc3)n2Cc2ccco2)cc1	21*	-8	11*	0	-10	.	-6	.	-2	4

The results go on.
SMILES	ADAM10 inh	DDE Tn6 FP inh	ADAM17 inh	PLCg1 inh	TDP2 absorb	ASAP1 inh	Tn7 DDE FP	ARFGAP1 inh	PLC-beta3 inh	SIAE primary
O=C(NNC(=O)c1cccc(S(=O)(=O)Nc2ccc(Cl)cc2)c1)c1ccc(=O)[nH]c1	2	0	1	-2	3	20	3	6	-7	-6
Cc1ccn(CC(=O)N2CCCC(N3CCN(c4cccc(Cl)c4)CC3)C2)n1 (stereo not drawn)	-8	-7	-6	-2	-9	10	2	3	3	-3
CC1(C)Cc2nc3sc4c(=O)n(CC(=O)NCc5ccco5)cnc4c3cc2CO1	-17	-1	-7	-3	7	25*	1	0	-1	-9
COc1ccc2[nH]c3c(=O)n(CCCC(=O)NC4CCC(C)CC4)c(=S)[nH]c3c2c1 (stereo not drawn)	-17	3	-5	-3	13	5	-6	1	-11	2
CCOc1ccccc1NC(=O)C(OC(=O)c1ccc(CC)cc1)c1ccccc1 (stereo not drawn)	-4	2	-2	0	-1	11	-4	-4	-1	-3
Cc1cc(C(=O)Nc2cccc3ccccc23)co1	-7	4	-2	0	-6	-3	-4	2	-9	1
Cc1onc(-c2ccccc2)c1C(=O)Nc1ccc(S(=O)(=O)N2CCCCC2)cc1	19	4	5	0	-2	14	-3	2	0	-6
COc1ccc(NS(=O)(=O)c2cc(C(=O)N3CCC3)ccc2C)cc1	6	-3	-2	5	-3	-1	2	-8	0	-7
Cc1ccc(S(=O)(=O)N(C)C)cc1NC(=O)[C@H](Cc1ccccc1)N1C(=O)c2ccccc2C1=O	4	5	1	2	6	7	-3	11	3	1
CCc1noc(C)c1C(=O)Nc1nc(-c2ccccc2)cs1	2	6	1	-5	11	5	-4	0	-4	-2
O=C(NCC1CCCO1)C12CN(Cc3ccccc3)CC1C(c1cccc([N+](=O)[O-])c1)=NO2 (stereo not drawn)	3	-5	-3	-1	4	-8	-7	-5	2	3
COc1cccc(NC(=O)NCC2CCN(Cc3ccc(F)cc3)CC2)c1	3	4	0	2	17	-5	7	-4	-3	3
COc1cccc(C(=O)Nc2cccc(NC(=O)c3ccccc3Cl)c2)c1	-1	0	0	-45	0	2	-1	9	-62	-13
CCCCc1ccc(NC(=S)N2CCCC2)cc1	7	-2	-2	-2	10	-15	3	18	-2	4
CN(C(=O)CSc1nnc(-c2n[nH]c3ccccc23)o1)c1ccccc1	10	-8	-6	-3	-6	-11	2	18	0	-9
CN1OC[C@@H]2CN[C@H](c3ccc(-c4ccc(C#N)cc4)cc3)C[C@@H]21	-1	-2	-3	0	5	-9	1	-3	1	-2
Cc1[nH]n(-c2ccccc2)c(=O)c1C(C[N+](=O)[O-])c1ccccc1Cl (stereo not drawn)	1	7	0	0	3	-5	-1	3	-2	4
CSCCC(C(=O)Nc1c(C)cccc1C)n1c(-c2cnc(C)cn2)nc2ccccc21 (stereo not drawn)	-20	4	-2	-3	-4	8	-6	8	-9	0
NC(=NC(=O)/C=C/c1ccccc1Br)N(CC#Cc1ccccc1)CC#Cc1ccccc1	0	-7	1	-4	-3	.	11	.	-5	-5
Cn1cnc(S(=O)(=O)Nc2ccccc2C(=O)NCC2CC2)c1	-101	-1	-27	-12	11	-5	-3	-3	-53	17*
CN(CCc1ccccn1)C(=O)[C@@H](Cc1ccccc1)NC(=O)[C@H]1O[C@@H](n2ccc(=O)[nH]c2=O)[C@H](O)[C@@H]1O	-3	1	3	5	-2	6	-2	1	5	-1
Cc1ccc(Nc2ccc(C(N)=O)cc2[N+](=O)[O-])cc1C	-1	0	-3	2	8	11	3	-15	-1	9
Cc1cccc(Nc2c3c(nc4ccccc24)CCC3)c1	-8	-2	2	-3	-6	1	-4	5	-9	6
Cc1ccc(CSCCNS(=O)(=O)c2ccc(C)cc2)cc1	12	3	3	-3	1	-10	2	-2	1	4
O=C(CCCn1c(SCC(=O)c2ccc(O)c(O)c2)nc2ccccc2c1=O)NCC1CCCO1 (stereo not drawn)	14	-3	3	2	0	5	4	5	1	8
CCOc1cc(C(=O)Nc2ccon2)cc(OCC)c1OCC	3	2	-3	-2	-7	-3	7	-4	2	3
CC(C)c1ccc(Nc2nc(CC(=O)O)cs2)cc1	-6	7	1	-1	-3	1	-10	7	0	4
CCOc1ccccc1C(=O)NCC(=O)NCCCSc1ccccc1	-3	8	2	0	9	7	3	8	-7	-1
C=CCOc1cccc(CNn2cn[nH]c2=S)c1	4	0	-3	1	9	-6	8	-5	0	2
O=C(CN1C(=O)CSC1=O)Nc1ccccc1N1CCOCC1	3	-1	-3	3	3	1	1	2	4	0
Cc1ccsc1C(=O)NNC(=O)c1ccccc1F	-9	-3	-5	0	5	-1	-3	1	-1	5
Cc1ccc(N(CC(O)CN2CCCC2)S(=O)(=O)c2ccccc2)cc1 (stereo not drawn)	-4	6	-1	1	11	-3	1	-3	0	-1
COc1ccc(-c2cc(C(=O)N3CCCC3)c3ccccc3n2)cc1OC	-31	-19	-12	-363	-7	1	2	4	i	-2
CCOc1cccc(CN2CCCC(C(=O)Nc3ccc(-c4ccn[nH]4)cc3)C2)c1O (stereo not drawn)	1	3	1	4	-19	-12	-1	-7	6	-1
COCCn1nnnc1C(c1cc2cc(C)ccc2[nH]c1=O)N1CCN(C2CCCCC2)CC1 (stereo not drawn)	-94	0	-32	-19	5	-2	-2	7	-16	-7
CC1C(=O)OC(c2ccc(Br)cc2)C(C)(C)C1=O (stereo not drawn)	5	1	-3	-4	2	-1	13	5	-11	6
COc1cc2[nH]c(=S)n(Cc3ccc(C)cc3)c(=O)c2cc1OC	7	2	-1	2	8	3	-3	7	-4	-4
Cc1cc(C)cc(OCC(O)CN2CCC(CN3C(=O)c4cccc5cccc(c45)C3=O)CC2)c1 (stereo not drawn)	-124	-4	-64	-38	-32	-8	-4	2	-53	-12
Cc1cc(C(=O)NCc2ccccc2F)c2ccccc2n1	-5	-1	0	-1	-8	-9	-1	6	-5	-1
CN(CCOc1ccccc1)S(=O)(=O)c1ccc2oc3ccccc3c2c1	-6	-1	-4	1	-13	-4	-2	7	10	-16
CC(=O)Nc1ccc(C(=O)OCC(=O)Nc2c(C)n(C)n(-c3ccccc3)c2=O)cc1	-1	6	1	-2	3	-1	-6	5	-3	1
Cc1ccc(NC(=O)c2cnn(-c3ccccc3)c2C)cc1	-1	4	1	2	10	-5	2	-6	0	1
CCOC(=O)CCNC(=O)N1CCCC(N2CCN(c3ccc(OC)cc3)CC2)C1 (stereo not drawn)	-4	1	-2	0	11	12	-3	-2	-9	4
Fc1ccc(-c2n[nH]c(=S)n2/N=C/c2c[nH]c3ccccc23)cc1	3	4	3	1	-4	-4	8	9	-3	-1
